High-throughput results as filed in PubChem.
phage Ecoli inh = E. coli growth loss with phage present; growth absorbance; inhibition, % at 11.9 µM; actives 0.26% (n = 360,000); AID 651602; in the data active means inhibition above about 11%
Ecoli viability = counter-screen for AddAB inhibitors: E. coli growth inhibition; E. coli V3065 growth, OD600 absorbance, 18 h; inhibition, % at 11.9 µM; actives 0.27% (n = 330,000); AID 449728;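 active means inhibition above the campaign's mean inhibition across all tested compounds plus 3 SD, cut at about 9.9% in these data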;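 further: uninfected addAB+ strain grown without phage in ampicillin broth; 0% = DMSO wells and 100% = ciprofloxacin 0.95 µg/ml wells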
Mot1-301 SUMO = inhibitors of SUMOylation pathway: yeast Mot1-301 growth rescue; S. cerevisiae Mot1-301 growth rescue, ATP luminescence, 38.5C; percent above DMSO median, 100 means doubled; actives 1% (n = 320,000); growth rescue, % at 18.8 µM;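 active means every valid replicate shows activation above 250% relative to neutral control wells; inactive means the rest, any valid replicate at or below 250%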;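 further: OY570 slx delta 5 strain wells were the positive control but not used for scaling; some compounds called inactive have numbers as strong as hits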
Tat export inh = inhibitors of E. coli Tat protein transport | E. coli MC4100 TorA-mCherry Tat export, fluorescence | inhibition, % at 10 µM | actives 0.036% (n = 340,000) | AID 488895;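 active means mean replicate inhibition at least 50% and at least half of replicates individually reaching 50%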;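 further: exported cargo escapes ClpAP degradation while cytoplasmic cargo is degraded and loses fluorescence; 0% = median of neutral control wells and 100% = median of NaSCN control wells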
PfHsp90 yeast 2 = growth inhibition of yeast expressing Plasmodium Hsp90; S. cerevisiae expressing PfHsp90, BacTiter-Glo ATP, 48 h; yeast lacking PDR1 and PDR3 efflux regulators; inhibition, % at 9.4 µM; actives 0.32% (n = 310,000);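 active means every replicate shows inhibition above about 80%, whatever the replicate mean, limit read from the data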;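 further: 0% = DMSO neutral controls and 100% = 20 µM radicicol positive controls; yeast relying on Plasmodium falciparum Hsp90 in place of its own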
AddAB inh = less growth of phage-infected E. coli with AddAB; E. coli expressing H. pylori AddAB, absorbance growth; inhibition, % at 11.9 µM; actives 0.29% (n = 330,000); AID 435030; in the data active means inhibition above about 12%;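 further: 0% = vehicle wells of infected cells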
HTR5A inv ctr = counter-screen for OPRM1-OPRD1 inverse agonists: human HTR5A inverse agonism | HTR5A cell line, luminescence | inhibition, % at 9.3 µM | actives 0.083% (n = 340,000) | AID 504634; in the data active means inhibition mostly above about 23%, no sharp cut-off; inactive means mostly below about 18%;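 further: 0% = cells with DMSO and 100% = no-cell wells with DMSO; some compounds called inactive have numbers as strong as hits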
Target sequence (P47898 whole entry, looked up): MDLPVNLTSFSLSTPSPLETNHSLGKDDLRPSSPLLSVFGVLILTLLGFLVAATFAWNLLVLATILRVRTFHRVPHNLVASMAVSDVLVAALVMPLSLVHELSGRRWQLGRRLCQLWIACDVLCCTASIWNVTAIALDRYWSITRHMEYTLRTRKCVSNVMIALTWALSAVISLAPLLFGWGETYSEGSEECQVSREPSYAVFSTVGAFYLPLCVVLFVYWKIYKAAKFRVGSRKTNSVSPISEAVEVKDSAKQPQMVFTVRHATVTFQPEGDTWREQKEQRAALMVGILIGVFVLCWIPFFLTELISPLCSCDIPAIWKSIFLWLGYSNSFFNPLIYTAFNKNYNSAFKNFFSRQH
MOR-DOR inv ag = inverse agonist of human OPRM1-OPRD1 heterodimerization | cell-based MOR-DOR heterodimer luminescence, inverse agonism | inhibition, % at 9.3 µM | actives 0.21% (n = 340,000); in the data active means inhibition above about 22%, passing the limit was not always enough;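 further: 0% = cells with DMSO and 100% = wells without cells with DMSO; values of inactives mirror those of a sister screen read the other way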
PKA-R1A activ = PKA-R1A complex activation. P00514+P68181. PKA-R1A dissociation, Cy5-IP20 fluorescence polarization; scaled: DMSO 0%, 113 µM cGMP 100%. activation, % at 11.4 µM. actives 0.083% (n = 340,000). AID 504707;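 active means percent activation above the mean of all tested compounds plus 3 SD, cut at about 19% in these data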;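 further: higher means more PKAc released from R1A so a rise in polarization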
PKA-R2B act = activates the human PKA-R2B holoenzyme complex; P22694+P31323; PKA-R2B holoenzyme dissociation, Cy5-IP20 fluorescence polarization; R2B truncated from residue 108, S112A mutant; 0% DMSO only, 100% 113 µM cGMP; activation, % at 11.4 µM; actives 0.079% (n = 340,000);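 active means activation above a cutoff set at the mean over all compounds plus 3 SD, cut at about 18% in these data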;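 further: higher means more holoenzyme dissociation and a rise in polarization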
Target sequence (P31323 whole entry, looked up, other chains not shown, the tested form may be a part): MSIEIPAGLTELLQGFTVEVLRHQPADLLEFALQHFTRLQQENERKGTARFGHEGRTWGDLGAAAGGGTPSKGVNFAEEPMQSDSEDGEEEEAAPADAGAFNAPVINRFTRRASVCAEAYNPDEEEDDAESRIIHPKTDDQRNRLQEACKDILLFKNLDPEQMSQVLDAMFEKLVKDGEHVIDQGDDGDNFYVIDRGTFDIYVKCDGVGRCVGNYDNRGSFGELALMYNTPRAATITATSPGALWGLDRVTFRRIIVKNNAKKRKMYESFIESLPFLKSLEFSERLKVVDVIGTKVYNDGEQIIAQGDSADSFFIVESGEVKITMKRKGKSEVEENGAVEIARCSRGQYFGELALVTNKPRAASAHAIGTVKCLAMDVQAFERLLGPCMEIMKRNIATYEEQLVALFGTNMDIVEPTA
MOR-DOR ag = agonists of human mu-delta opioid receptor heterodimerization; cells, OPRM1-OPRD1 heterodimerization, luminescence; activation, % at 9.3 µM; actives 0.3% (n = 340,000); AID 504326; in the data active means activation above about 18%;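 further: 0% = vehicle-treated cells and 100% = reference agonist; values of inactives mirror those of a sister screen read the other way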
Active calls of the source: *; . = not tested or not shown.

SMILES	phage Ecoli inh	Ecoli viability	Mot1-301 SUMO	Tat export inh	PfHsp90 yeast 2	AddAB inh	HTR5A inv ctr	MOR-DOR inv ag	PKA-R1A activ	PKA-R2B act	MOR-DOR ag
Cc1ccc2nc(SCC(=O)c3ccc(Cl)cc3)nc(=O)n2c1	3.6	-1.4	261	-4	18	0.3	11	10	4	0	-1.6
CC(=O)N1N=C(c2ccc(C)cc2)CC1c1ccco1 (stereo not drawn)	2.9	-1.2	-8	-5	31	3.8	0	12	7	3	-2.5
CCc1ccccc1N1C(=O)C(Cl)=C(N2CCOCC2)C1=O	0.4	1.3	-9	-11	-8	-0.2	8	5	-2	-2	-0.9
COC(=O)CNC(=O)c1cc(-c2ccncc2)nc2c(C)c(Cl)ccc12	3.7	-2.5	-7	-6	.	-0.8	-12	0	-6	-6	0.0
CCOc1ccc(CCNC(=O)C(C)n2nc(C)c3c(C)n(-c4ccccc4)nc3c2=O)cc1 (stereo not drawn)	0.1	0.4	0	-1	-4	1.5	-6	6	-4	-3	-1.1
Cc1ccc(C(=O)CSc2nc3ccccc3c(=O)n2-c2ccccc2)s1	2.0	-0.1	-8	7	-13	1.7	-18	11	4	-6	-1.8
O=C1C(C2=C(O)c3ccccc3C2=O)=Nc2ccccc21	-1.6	0.2	-29	-15	-1	-1.4	5	11	-11	-9	-2.1
O=C(NCCCN1CCCC1=O)C(=O)NCC1OCCCN1S(=O)(=O)c1cc(F)ccc1F (stereo not drawn)	2.1	1.4	2	-2	-12	-1.0	-10	9	2	-5	-2.2
Cc1cc(C)cc(OCC(=O)Nc2ccncc2)c1	0.2	0.8	100	0	-6	5.6	0	3	-11	-11	-0.7
O=C(O)C/C(=C\c1ccc(Cl)cc1)c1nc2ccccc2o1	2.2	-0.8	-20	1	-34	1.2	.	.	.	.	.
COC(=O)c1ccccc1NC(=O)CSc1nc2ncccc2[nH]1	2.1	0.1	-1	4	.	1.2	5	20	-5	-3	-4.0
COCCN(C(=O)COC(=O)Cc1coc2cc(C)ccc12)c1c(N)n(Cc2ccccc2)c(=O)[nH]c1=O	4.1	-0.5	-4	-5	10	-2.4	-2	10	-6	-12	-1.8
Cc1ccc(NC(=O)Nc2ccccc2)nc1	-0.8	0.7	6	0	-26	4.1	-27	2	-4	1	-0.5
CCOC(=O)c1c(NC(=O)C2c3ccccc3Oc3ccccc32)sc(C(C)=O)c1C	-2.0	0.6	-3	1	12	0.3	-1	-10	-8	3	1.7
CCN(C(=O)c1ccc2c(=O)n3c(nc2c1)CCCCC3)c1cc(OC)ccc1OC	3.0	-0.1	-5	3	9	2.9	13	1	-10	-2	-0.2
Nc1nc(SCC(=O)N2CCOCC2)n[nH]1	1.7	-0.9	16	4	-17	-2.8	13	11	0	-4	-1.9
COc1ccc(C2CC(=O)N3CN(c4ccc(C)c(Cl)c4)CSC3=C2C#N)cc1OC (stereo not drawn)	2.5	-2.5	-2	-8	-28	0.8	3	-18	0	-8	3.1
COc1cccc2cc(-c3csc(NC(=O)CCC(=O)NCCCN4CCC(C)CC4)n3)c(=O)oc12	1.5	-0.4	-18	-3	8	-0.3	-8	11	8	2	-2.0
O=C(Cc1ccccc1)c1c[nH]c(C(=O)NC2CCCC2)c1	2.9	2.4	-1	-1	-18	0.0	29	11	3	0	-2.2
Cc1c(Br)c([N+](=O)[O-])nn1CCCC(=O)NC(C)c1ccccc1 (stereo not drawn)	-0.1	-1.6	-32	-3	-10	-1.1	-21	14	0	1	-2.6
COc1ccc(/C=C/C(=O)N2CCCc3ccccc32)cc1	3.2	1.2	3	-4	-16	3.3	6	-9	8	2	1.7
Cc1ccc2cc(CN(C)S(C)(=O)=O)c(=O)[nH]c2c1	1.1	2.7	149	-4	-6	5.8	.	.	.	.	.
S=C(Nc1ccccc1)N1CCCCC1	3.2	-2.5	-8	0	.	2.0	-35	1	-12	0	-0.2
CCCC(=O)Nc1c2c(nn1-c1ccc(OC)cc1)CS(=O)C2 (stereo not drawn)	3.0	-0.2	4	1	8	0.2	-30	4	-4	-14	-0.6
CC1(C)CC(NC(=O)C2CCN(S(=O)(=O)c3ccc(F)cc3)CC2)CC(C)(C)N1	0.4	1.5	7	-5	4	0.7	10	12	-6	-5	-2.4

Compound profiles, from the list above. Order of values: phage Ecoli inh, Ecoli viability, Mot1-301 SUMO, Tat export inh, PfHsp90 yeast 2, AddAB inh, HTR5A inv ctr, MOR-DOR inv ag, PKA-R1A activ, PKA-R2B act, MOR-DOR ag
Entry for O=C(O)C/C(=C\c1ccc(Cl)cc1)c1nc2ccccc2o1 = 2.2, -0.8, -20, 1, -34, 1.2, ., ., ., ., .
Entry for COc1ccc(C2CC(=O)N3CN(c4ccc(C)c(Cl)c4)CSC3=C2C#N)cc1OC (stereo not drawn) = 2.5, -2.5, -2, -8, -28, 0.8, 3, -18, 0, -8, 3.1
Entry for S=C(Nc1ccccc1)N1CCCCC1 = 3.2, -2.5, -8, 0, ., 2.0, -35, 1, -12, 0, -0.2

The listing continues.
SMILES	phage Ecoli inh	Ecoli viability	Mot1-301 SUMO	Tat export inh	PfHsp90 yeast 2	AddAB inh	HTR5A inv ctr	MOR-DOR inv ag	PKA-R1A activ	PKA-R2B act	MOR-DOR ag
CCc1nn(CC(=O)NC2CCN(Cc3ccccc3)CC2)c(=O)c2cc3cc(F)ccc3n12	1.8	-0.5	12	-6	23	2.9	3	15	7	4	-2.7
CCCC(=O)N(c1ccc(C(=O)O)cc1)c1nc(-c2ccccc2)c(C)s1	1.5	-1.3	8	4	5	0.7	-23	2	-7	-6	-0.3
Cn1ccnc1SCC(=O)NC1(C#N)CCCCC1	5.4	2.7	-6	3	.	0.8	-1	13	12	-6	-2.4
CCCCCc1c(C)nc(N2CCN(Cc3ccc4c(c3)OCO4)CC2)[nH]c1=O	2.6	-3.0	-20	5	19	-1.5	-8	7	-9	-6	-1.6
O=C1C=CC(=O)C(CNc2ccc(C(=O)OCc3ccccc3)cc2)=C1	1.4	.	.	4	-26	.	-24	-27	-7	-11	6.3
CCN(CC)Cc1c(C(=O)N/N=C/c2c(Cl)cccc2Cl)nnn1-c1nonc1N	0.5	-2.9	257	-5	24	3.4	3	-28	4	1	4.4
CCc1nnc(NC(=O)CCC2CCCCC2)s1	2.5	-0.6	-3	-17	2	-1.0	-30	1	-16	-9	-0.3
O=C(O)COc1ccccc1/C=N/NC(=O)c1cc(-c2ccccc2)nc2ccccc12	4.1	-0.2	.	-6	-30	1.8	22	7	3	5	-1.2
CC(c1ccon1)N(C)C(=O)c1ccc(OC2CCN(C(=O)C3CC3)CC2)cc1 (stereo not drawn)	4.4	0.2	7	0	10	0.5	-22	-11	-2	-6	1.5
NC(=O)c1oc2ccccc2c1NC(=O)C1CC(=O)N(c2ccccc2)C1 (stereo not drawn)	.	1.1	8	1	28	4.5	-7	-1	-11	3	0.2
CCCS(=O)(=O)N1CCCC(C(=O)NCCCOCC)C1 (stereo not drawn)	2.4	0.7	17	-24	-2	0.8	-16	2	6	7	-0.4
COc1ccc(N2CCN(CCCNC(=O)c3ccc(CS(=O)(=O)c4ccc(Cl)cc4)o3)CC2)cc1	2.0	1.3	-1	-7	15	0.0	23	15	-19	0	-2.9
Cc1cccc(OCC(=O)NCC(=O)N/N=C/c2ccc(N(C)C)cc2)c1	1.6	3.5	-1	2	2	-0.1	21	10	-11	-9	-1.9
CCOC(=O)Cc1c[nH]c2ccccc12	1.7	-3.7	120	5	-2	0.4	4	-10	4	7	1.8
CCOC(=O)c1c(-c2ccccc2)csc1NC(=O)c1cc(S(=O)(=O)N2CCOCC2)ccc1C	2.1	-1.7	-3	1	-13	4.0	29	-2	-10	5	0.4
CSc1ncccc1C(=O)OCc1ccccc1	2.0	1.0	2	1	-4	1.1	-15	-4	-12	-9	0.8
COc1ccc(-c2cn3cc(Cl)ccc3n2)cc1OC	2.0	-0.4	-15	-1	-21	1.6	3	4	1	-13	-0.7
O=C(O)c1ccc(CSCc2c(F)cccc2Cl)o1	3.8	-2.0	5	0	15	-0.6	2	10	-8	-2	-1.9
CCC(C)NS(=O)(=O)c1ccc(S(=O)(=O)N(CCc2ccc(OC)c(OC)c2)Cc2cccs2)cc1 (stereo not drawn)	3.9	-4.2	-8	2	14	2.7	31	-18	-2	9	3.3
Cc1cccnc1NC1(C(F)(F)F)N=C(c2ccccc2)NC1=O (stereo not drawn)	0.9	1.5	-15	1	-5	1.0	-22	2	-11	-8	-0.4
NC(=O)C1CN(S(=O)(=O)c2ccc(Cl)cc2F)c2ccccc2O1 (stereo not drawn)	3.6	0.9	4	-1	-125	3.6	-26	14	-1	4	-2.7
COc1cscc1C(N)=O	0.8	1.5	7	-17	1	2.4	.	.	.	.	.
CCOC(=O)CCc1c(C)nc2cc(C3CCCN(C(=O)OC(C)(C)C)C3)[nH]n2c1=O (stereo not drawn)	2.1	0.8	-11	2	-8	2.4	-4	-2	0	0	0.3

Structures above that have two or more sulfur atoms, in the order listed:
SMILES	phage Ecoli inh	Ecoli viability	Mot1-301 SUMO	Tat export inh	PfHsp90 yeast 2	AddAB inh	HTR5A inv ctr	MOR-DOR inv ag	PKA-R1A activ	PKA-R2B act	MOR-DOR ag
Cc1ccc(C(=O)CSc2nc3ccccc3c(=O)n2-c2ccccc2)s1	2.0	-0.1	-8	7	-13	1.7	-18	11	4	-6	-1.8
CCOC(=O)c1c(-c2ccccc2)csc1NC(=O)c1cc(S(=O)(=O)N2CCOCC2)ccc1C	2.1	-1.7	-3	1	-13	4.0	29	-2	-10	5	0.4
CCC(C)NS(=O)(=O)c1ccc(S(=O)(=O)N(CCc2ccc(OC)c(OC)c2)Cc2cccs2)cc1 (stereo not drawn)	3.9	-4.2	-8	2	14	2.7	31	-18	-2	9	3.3
